HP1b chromo inh = HP1-beta chromodomain-methylated histone interaction inhibition | Potency, µM (highest dose often 114 µM), inactives show at the top dose activity change, negative = inhibition, most hits filed as inhibitors | AID 540317 | AlphaScreen HP1-beta / biotin-H3K9me3 peptide binding | hit rate 0.56% among 390,000 | P83916; also: nearly all actives have a fitted effect of over 70% in size; inactives centre near 23
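Compound inhibition of the preformed complex between 50 nM HP1-beta and 50 nM biotinylated H3K9me3 peptide was read by AlphaScreen. Buffer was PBS pH 7.4 with 0.01% Tween-20. Incubations ran 30 min at room temperature, with 10 ug/mL donor/acceptor beads.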
Tb PGK inh = T. brucei PGK inhibition. AID 602233. PGK/GAPDH coupled, Kinase-Glo luminescence, 60 min. Potency, µM (titrated, usually from 57.5 µM), for inactives: top-dose activity change, negative = inhibition, actives largely listed as inhibitors. P07378. hit rate 0.043% among 380,000; also: % is scaled to controls: 0 for no effect and ±100 for the full control effect; nearly all actives have a fitted effect of over 60% in size
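Luminescent ATP detection (Kinase-Glo Plus) follows a 60-minute room-temperature incubation, with wells lacking PGK as controls. Buffer: 100 mM TEA (pH 7.6), 5 mM MgCl2, 0.01% Tween-20. Coupling enzyme GAPDH (100 nM final) supplies unstable 1,3-BPG in-well.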
ERG-DNA inh = blocks human ERG Ets domain binding to DNA. P11308. fluorescence polarization, His-ERG Ets domain / labelled DNA. Potency, µM (highest dose often 76.9 µM), for inactives: top-dose FP activity, negative = inhibition, hits mostly inhibitors. hit rate 0.028% among 370,000. AID 624246; active = well fitted inhibition curve with a large enough effect in the polarisation, with a control signal flat; inconclusive = small, poorly fitted or top-dose-only effect, or effect the other way, or a change in a side signal; inactive = no such curve, though single readings can be large or run the other way; the % refers to the polarisation;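 also: polarization taken with two DNA probes labelled with fluorescein and Texas red; % of control where 0% means no effect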
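His-tagged ERG Ets domain (1 uM in the protein solution; 300mM KCl, 50mM Tris-HCl, 1mM EDTA, 1mM DTT, pH 7.5) received compound, then a probe mix of 5 nM fluorescein-DNA and 100nM Texas-615-DNA. Fluorescence polarization was read for both dyes.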
RGS4 inhibitor = inhibitors of human regulator of G protein signaling 4. hit rate 0.039% among 390,000. Transcreener GDP fluorescence polarization, RGS4-accelerated GTP hydrolysis. AID 504845. P49798. Potency, µM (titrated, usually from 114 µM), for inactives: top-dose activity change, negative = inhibition, most hits filed as inhibitors; also: % is scaled to controls: 0 for no effect and ±100 for the full control effect; nearly all actives have a fitted effect of over 75% in size; some results filed as inactive show a strong effect at the top dose
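MLSMR compounds (23 nl, pin-transferred) preincubated 10 min at room temperature with a 500nM (2x) first reagent, then RGS4 at 900nM (2x) plus Transcreener GDP mix added; fluorescence polarization (620/688 nm) read before and after 90 min at 30 °C.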
12-LOX inh = ALOX12 (human) lipoxygenase inhibition; purified 12hLO, xylenol orange hydroperoxide absorbance; AID 1671190; Potency, µM (doses to about 108 µM), for inactives: at the highest dose activity change, negative = inhibition, usual class: inhibitors; hit rate 1.1% among 580,000; also: % is scaled to controls: 0 for no effect and ±100 for the full control effect
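Purified human 12hLO (150 nM final) in 25 mM Hepes, 0.01% Triton X-100, pH 7.0 was preincubated 15 min at room temperature with compound. Then 40 uM arachidonic acid was added, 30 min. Hydroperoxide was read by Fe-XO absorbance ratio 573/405 nm.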
GLS inh = blocks human kidney-isoform glutaminase activity. hit rate 0.21% among 410,000. GLS enzymatic activity, qHTS titration. Potency, µM (highest dose often 45.5 µM), inactives show top-dose activity change, negative = inhibition, actives largely listed as inhibitors. O94925. AID 624170; also: % is scaled to controls: 0 for no effect and ±100 for the full control effect
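Assay buffer: 45 mM KH2PO4 pH 8.2, 0.02% Tween-20. hKGA acts on L-glutamine (1 mM solution added); product glutamate is reported by an oxidase/peroxidase Amplex Red coupling, with fluorescence taken at baseline and 30 min.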
TrxR1 inh = rat TrxR1 inhibition; O89049; recombinant rTrxR1, NADPH fluorescence consumption, selenite substrate; Potency, µM (top dose mostly 114 µM), inactives show at the top dose activity change, negative = inhibition, hits mostly inhibitors; hit rate 1% among 390,000; AID 588453; also: % is scaled to controls: 0 for no effect and ±100 for the full control effect; nearly all actives have a fitted effect of over 65% in size
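Rat TrxR1 (90 nM in the dispensed reagent) was pre-reduced with 400 uM NADPH for 5 min at room temperature, then incubated with compound for 15 min. After 400 uM selenite was added, NADPH fluorescence (Ex 340/Em 450 nm) was followed for 8 min.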
Pin1 inh = human Pin1 inhibition; Potency, µM (series often up to 115 µM), for the others: top-dose activity, negative = inhibition, actives largely listed as inhibitors; AID 504891; Q13526; hit rate 0.009% among 390,000; Pin1 FP peptide displacement, HiFluor488, 10 min; active = well fitted inhibition curve with a large enough effect in the polarisation, with a control signal flat, not every such curve was filed as active; inconclusive = small, poorly fitted or top-dose-only effect, or effect the other way, or a change in a side signal; inactive = no such curve, though single readings can be large or run the other way; the % refers to the polarisation; also: % is scaled to controls: 0 for no effect and ±100 for the full control effect
JMJD2A Tudor inh = inhibitors of human JMJD2A Tudor domain; O75164; AlphaScreen JMJD2A-Tudor / H3K4me3 peptide binding; Potency, µM (top dose mostly 114 µM), without a hit: top-dose activity change, negative = inhibition, most hits filed as inhibitors; hit rate 4.4% among 390,000; AID 504339; also: % is scaled to controls: 0 for no effect and ±100 for the full control effect; nearly all actives have a fitted effect of over 50% in size
Target sequence (O75164 whole entry, looked up, the tested form may be a part): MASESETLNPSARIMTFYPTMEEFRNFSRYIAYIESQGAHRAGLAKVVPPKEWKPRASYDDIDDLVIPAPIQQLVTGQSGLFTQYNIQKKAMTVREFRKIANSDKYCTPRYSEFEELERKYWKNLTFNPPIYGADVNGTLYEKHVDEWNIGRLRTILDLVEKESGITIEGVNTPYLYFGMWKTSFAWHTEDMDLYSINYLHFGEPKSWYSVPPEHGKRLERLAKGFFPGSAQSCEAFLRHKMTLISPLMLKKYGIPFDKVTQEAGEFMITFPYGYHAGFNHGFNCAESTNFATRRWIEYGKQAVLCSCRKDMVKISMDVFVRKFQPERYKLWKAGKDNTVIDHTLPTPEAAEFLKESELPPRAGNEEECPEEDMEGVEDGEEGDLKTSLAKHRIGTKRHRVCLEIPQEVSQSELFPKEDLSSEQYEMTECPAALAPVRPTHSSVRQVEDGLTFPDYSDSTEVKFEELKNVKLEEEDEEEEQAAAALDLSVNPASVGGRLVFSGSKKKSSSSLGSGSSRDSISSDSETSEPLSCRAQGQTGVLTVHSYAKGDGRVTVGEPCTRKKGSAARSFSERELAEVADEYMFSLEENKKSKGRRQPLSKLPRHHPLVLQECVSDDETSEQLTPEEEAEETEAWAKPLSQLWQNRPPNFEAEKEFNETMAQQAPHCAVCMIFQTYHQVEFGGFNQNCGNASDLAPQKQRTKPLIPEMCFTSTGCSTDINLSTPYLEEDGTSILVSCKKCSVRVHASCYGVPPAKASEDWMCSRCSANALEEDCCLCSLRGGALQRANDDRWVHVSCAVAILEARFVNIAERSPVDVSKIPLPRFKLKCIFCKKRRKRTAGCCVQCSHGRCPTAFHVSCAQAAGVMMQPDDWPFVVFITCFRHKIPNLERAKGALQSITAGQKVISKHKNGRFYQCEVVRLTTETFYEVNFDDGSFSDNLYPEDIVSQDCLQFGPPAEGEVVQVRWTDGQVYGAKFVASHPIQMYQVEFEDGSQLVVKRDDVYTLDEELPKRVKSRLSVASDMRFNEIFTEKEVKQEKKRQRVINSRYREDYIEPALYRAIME
* marks the source's active call; other numbers are inactive results; i = inactive; ? = inconclusive; . = not tested or not shown; & = joins results of further samples; ! = a repeat was not active; [ ] = dose if it differs, or a comment. Unless noted, calls follow the shape of the dose curve; as a rule, active = well fitted curve in the direction sought with a large enough effect; inconclusive = small, poorly fitted or top-dose-only effect, or another doubt; inactive = no such curve, though single readings can be large; an effect the other way counts as inactive or inconclusive. Potency is read from the fitted curve at half-maximal effect. Only part of the results is shown; the hit share may differ from the screen's.

Results follow in this order: HP1b chromo inh | Tb PGK inh | ERG-DNA inh | RGS4 inhibitor | 12-LOX inh | GLS inh | TrxR1 inh | Pin1 inh | JMJD2A Tudor inh
- CNC(=O)Oc1cccc(-c2cn3cc(Cl)ccc3n2)c1
  6.4% | ? | 5.1% | -10.2% | 7.2% | 7.1% | 14.8%[57.1 µM] | -2.4% | -13.6%
- CCOc1cc(/C=C2/NC(=O)N(CC(=O)Nc3cccc(C)c3)C2=O)ccc1O
  7.3% | -5.1% | 1.5% | -0.3% | ? | 48.0%[activator] | -2.5% | 1.0% | -5.6%
- COc1ccc(-c2[nH]ncc2CNC(C)Cc2cccc(C)n2)cc1F (stereo not given)
  8.1%[57 µM] | -5.5% | -1.9% | 15.0% | 14.2% | 6.9% | 10.2% | 2.6% | -10.7%
- CCn1ccnc1CN1CCCC(C(=O)c2cccc(C(F)(F)F)c2)C1 (stereo not given)
  19.1% | -2.5% | 7.0% | 12.6% | -0.8% | -2.4% | 14.8% | 1.3% | -26.6%
- CCC(CC)N1CCN(C(=O)Cc2ccccc2)CC1
  ? | . | . | -12.5% | ? | 28.7% | 10.6% | -7.8% | 3.16µM*
- O=C(c1cc(F)ccc1F)C1CCCN(Cc2cc(Cl)ccc2O)C1 (stereo not given)
  72.0%[activator] | -4.7% | -17.8% | 0.5% | -23.4% | 3.2% | 19.6% | 0.9% | 43.4%[activator]
- CCCNS(=O)(=O)c1ccc(OCC(=O)N2CCN(Cc3ccc4c(c3)OCO4)CC2)c(C)c1
  -10.3% | -4.3% | 8.5% | -5.4% | ? | 1.5% | 40.5%[57.1 µM] | 0.8% | -11.0%
- CC1(C)CC(CCNCc2ccc3c(c2)OCO3)(Cc2ccccc2)CCO1 (stereo not given)
  13.6% | 2.1% | 1.6% | 8.2% | -13.1% | -1.3% | 17.0%[57.1 µM] | -2.1% | -13.0%
- O=C(Nc1ccc(OC(F)(F)F)cc1)C1CCN(S(=O)(=O)c2cccs2)CC1
  37.2% | 4.5% | -6.2% | -3.2% | -18.0% | 1.2% | -9.3% | ? | -7.2%
- N[C@@H](Cc1cc(I)c(O)c(I)c1)C(=O)O
  ? | -5.9% | ? | -47.3%&-39.5% | 0.51µM*! | 52.8%&0.1%[activator] | 12.6µM* | 0.3%&-4.0% | 11.2µM*
- CC(=O)Nc1ccccc1OC(=O)N(C)C
  20.6% | -0.3% | -2.2% | 5.7% | -22.0% | 9.4% | -12.6% | 1.4% | ?
- O=C1C(=O)c2cccc3cccc1c23
  15.7% | 1.9% | -1.5% | 20.3% | -16.8% | 18.3% | 26.4% | 2.0% | 2.8%
- CC1CN(C(=O)c2ccc(S(=O)(=O)Nc3ccccc3F)cc2)CC(C)O1 (stereo not given)
  45.9%[activator] | i | -7.1% | -3.5% | -0.5% | -16.5% | 4.3%[57.1 µM] | -8.3% | -7.9%
- COc1ccc(CNCC(=O)N2CCC3(CC2)OCCO3)cc1
  ? | 3.6% | . | -10.8% | -15.8% | 8.6% | -13.5% | -1.4% | 12.6µM*
- CCOC(=O)C(O)(c1ccc(NC(=O)c2ccco2)c(OC)c1)C(F)(F)F (stereo not given)
  19.3% | -3.2% | 6.9% | -4.9% | ? | -0.8% | 1.0%[57.1 µM] | -5.6% | -7.1%
- COc1ccc(-n2c(O)c(/C=C/C=Nc3ccccc3)c(=O)[nH]c2=O)cc1
  38.5% | -9.8% | . | -8.2% | ? | 17.6% | -11.5% | ? | -24.8%
- COc1cc(C(O)P(=O)(OC2CCCCC2)c2ccc(N(C)C)cc2)cc(OC)c1OC (stereo not given)
  10.3% | -1.7% | 4.3% | 42.3% | -21.1% | 24.3% | 5.2% | ? | -9.4%[57.1 µM]
- c1cc(OCCN2CC2)ccn1
  23.1% | -1.8% | . | ? | 3.9% | 1.4% | 11.7% | 1.7% | -12.5%
- CCCCOP(=O)(CN1CCOCC1)OCCCC
  36.0% | -3.6% | -9.2% | 0.2% | 0.0% | -6.4% | 6.0% | 6.5% | -6.5%
- CN(C)C1(c2nnnn2CCOC(=O)Nc2ccc(Cl)cc2)CCCCC1
  35.6% | -8.5% | 1.7% | -23.2% | 396.8%[activator] | -2.0% | 0.6% | 11.4% | 1.1%
- O=C(O)Cn1cc(C(=O)c2ccccc2F)c2ccccc21
  28.3% | 8.2% | -6.3% | 12.1% | 4.8% | 1.7% | -1.1%[57.1 µM] | -0.5% | -2.8%
- Cc1nc2ccc(Cl)cc2c(=O)n1-c1ccc([N+](=O)[O-])cc1
  4.4% | i | 12.6% | 16.1% | 0.0% | 0.6% | 19.8% | 6.7% | -23.4%
- Cc1cc(OCC(=O)N2CCC(C(=O)O)CC2)c2c3c(c(=O)oc2c1)CCC3
  18.4% | -6.2% | 3.4% | 9.4% | 27.3% | 0.8% | 0.1% | -5.1% | -20.4%
- CC(C)n1cc(C(=O)N(CC(=O)NC2CCCC2)Cc2ccccc2)cn1
  3.1% | -6.2% | 7.1% | 16.6% | -23.3% | 1.2% | 4.8%[57.1 µM] | -0.3% | -23.0%
- Cc1cc(/C=C2/C(=O)NC(=O)N(Cc3ccco3)C2=O)c(C)n1-c1ccccc1O
  -8.2% | -13.0% | 29.8% | -1.7% | ? | 3.6% | -9.9% | ? | ?
- CC1=Nc2ccccc2/C1=C/c1c(O)n(C)c(=O)[nH]c1=O
  11.5% | -7.7% | 17.2% | -44.4% | ? | 1.8% | -43.3% | 22.7% | -20.3%
- COC(=O)CSC1=NN1c1cc(C)nc(N)n1
  49.3%[activator] | -0.7% | 11.0% | -2.3% | -23.4% | 3.6% | 2.6%[57.1 µM] | 2.3% | -9.2%
- N#Cc1cc2c(nc1SCC(=O)Nc1ccc(Cl)cc1)C1CCN2CC1
  34.8% | 5.0% | -0.5% | -17.3% | 12.4% | 9.1% | 5.0% | 0.3% | 2.6%
- CC(C)CN(CC(C)C)c1ccc(C=C2C(=O)NC(=S)NC2=O)cc1[N+](=O)[O-]
  -83.9% | -11.3% | . | ? | ? | -15.9% | 2.51µM* | . | 35.5µM*
- O=C(COc1ccccc1)N1CCN(CCN2C(=O)c3cccc4cccc(c34)C2=O)CC1
  -6.1% | 0.6% | 14.8% | ? | -7.6% | -13.2% | -25.5% | 2.9% | -21.1%[11.4 µM]

Next part, overlapping the part above by five compounds.
Results follow in this order: HP1b chromo inh | Tb PGK inh | ERG-DNA inh | RGS4 inhibitor | 12-LOX inh | GLS inh | TrxR1 inh | Pin1 inh | JMJD2A Tudor inh
- CC1=Nc2ccccc2/C1=C/c1c(O)n(C)c(=O)[nH]c1=O
  11.5% | -7.7% | 17.2% | -44.4% | ? | 1.8% | -43.3% | 22.7% | -20.3%
- COC(=O)CSC1=NN1c1cc(C)nc(N)n1
  49.3%[activator] | -0.7% | 11.0% | -2.3% | -23.4% | 3.6% | 2.6%[57.1 µM] | 2.3% | -9.2%
- N#Cc1cc2c(nc1SCC(=O)Nc1ccc(Cl)cc1)C1CCN2CC1
  34.8% | 5.0% | -0.5% | -17.3% | 12.4% | 9.1% | 5.0% | 0.3% | 2.6%
- CC(C)CN(CC(C)C)c1ccc(C=C2C(=O)NC(=S)NC2=O)cc1[N+](=O)[O-]
  -83.9% | -11.3% | . | ? | ? | -15.9% | 2.51µM* | . | 35.5µM*
- O=C(COc1ccccc1)N1CCN(CCN2C(=O)c3cccc4cccc(c34)C2=O)CC1
  -6.1% | 0.6% | 14.8% | ? | -7.6% | -13.2% | -25.5% | 2.9% | -21.1%[11.4 µM]
- C=CCN1C(=O)/C(=C/c2cc(C)n(-c3cccnc3)c2C)C(=O)NC1=S
  4.1% | -6.3% | -10.1% | -10.6% | ? | ? | -6.0% | -3.0% | -12.5%
- COCCOCCn1c(CCCO)nc2ccccc21
  51.2%[activator] | -2.0% | -7.3% | 12.4% | 0.0% | 0.3% | 15.6%[57.1 µM] | -3.9% | 7.1%
- C[C@]12CC[C@@H](O)CC1=CCC1C2CC[C@@]2(C)C1CC[C@@H]2N (stereo not given in full)
  8.1%[57 µM] | -6.3% | 2.3% | 4.1% | 8.2% | -9.2% | 19.2%[57.1 µM] | -4.3% | -15.9%
- CCCCCCCC(=O)OCC(COC(=O)CCCCCCC)OC(=O)CCCCCCC
  54.3%[activator] | 9.6% | -0.9% | 15.8% | 13.6% | 2.1%&-2.7% | 15.5% | 3.3% | 13.1%
- COc1cccc(C2CC3C(=O)C=CC2N3Cc2ccccc2)c1 (stereo not given)
  -7.1% | i | 7.6% | -33.2% | ? | 6.9% | -28.5% | ? | -20.5%
- NS(=O)(=O)c1cc(C(=O)OCC(=O)Nc2ccc3[nH]c(=O)[nH]c3c2)ccc1Cl
  33.3% | -0.2% | 1.4% | ? | -28.4% | -4.5% | 9.2% | 3.5% | -2.9%
- CCNC(=O)NC(=O)C(C)OC(=O)c1c(C)nn(Cc2ccccc2)c1Cl (stereo not given)
  8.2% | -9.9% | 9.5% | -14.7% | -11.2% | -5.6% | 3.7%[57.1 µM] | -3.3% | -8.0%

Assay outcomes as filed in PubChem.
